Pin1 inh: human Pin1 inhibition; Pin1 FP peptide displacement, HiFluor488, 10 min; Potency, µM (highest dose often 115 µM), for inactives: at the highest dose activity, negative = inhibition, usual class: inhibitors; actives 0.009% (n = 390,000); AID 504891; active means well fitted inhibition curve with a large enough effect in the polarisation, with a control signal flat, not every such curve was filed as active; inconclusive means small, poorly fitted or top-dose-only effect, or effect the other way, or a change in a side signal; inactive means no such curve, though single readings can be large or run the other way; the % refers to the polarisation; further: on the % scale 0 is the no-effect control and ±100 the full control effect
Target sequence (Q13526 whole entry, looked up): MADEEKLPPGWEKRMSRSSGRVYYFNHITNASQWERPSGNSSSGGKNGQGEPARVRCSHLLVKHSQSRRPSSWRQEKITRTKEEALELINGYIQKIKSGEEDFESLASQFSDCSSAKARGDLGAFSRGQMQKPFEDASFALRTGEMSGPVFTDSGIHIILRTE
ALOX12 inh: blocks human arachidonate 12S-lipoxygenase | P18054 | purified 12hLO, xylenol orange hydroperoxide absorbance | Potency, µM (highest dose often 108 µM), for inactives: top-dose activity change, negative = inhibition, usual class: inhibitors | actives 1.1% (n = 580,000) | AID 1671190; further: on the % scale 0 is the no-effect control and ±100 the full control effect
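Purified human 12hLO at 150 nM in 25 mM Hepes, 0.01% Triton X-100, pH 7.0, preincubated 15 min at room temperature with compound. Reaction started with 40 uM arachidonic acid, 30 min at room temperature. Hydroperoxide measured by Fe-xylenol orange, 573/405 nm absorbance ratio.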
ERG-DNA inh: blocks human ERG Ets domain binding to DNA; P11308; fluorescence polarization, His-ERG Ets domain / labelled DNA; Potency, µM (doses to about 76.9 µM), without a hit: at the top dose FP activity, negative = inhibition, actives largely listed as inhibitors; actives 0.028% (n = 370,000); active means well fitted inhibition curve with a large enough effect in the polarisation, with a control signal flat; inconclusive means small, poorly fitted or top-dose-only effect, or effect the other way, or a change in a side signal; inactive means no such curve, though single readings can be large or run the other way; the % refers to the polarisation;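 further: polarization taken with two DNA probes labelled with fluorescein and Texas red; % of control where 0% means no effect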
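His-tagged ERG Ets domain (1 uM in the protein solution; 300mM KCl, 50mM Tris-HCl, 1mM EDTA, 1mM DTT, pH 7.5) received compound, then a probe mix of 5 nM fluorescein-DNA and 100nM Texas-615-DNA. Fluorescence polarization was read for both dyes.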
PGK inhibitor: blocks T. brucei phosphoglycerate kinase. PGK/GAPDH coupled, Kinase-Glo luminescence, 60 min. Potency, µM (top dose mostly 57.5 µM), without a hit: top-dose activity change, negative = inhibition, usual class: inhibitors. P07378. actives 0.043% (n = 380,000). AID 602233; further: on the % scale 0 is the no-effect control and ±100 the full control effect; nearly all actives have a fitted effect of over 60% in size
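Recombinant glycosomal PGK reaction used 1,3-bisphosphoglycerate generated in-well by GAPDH (100nM final) in 100mM TEA pH 7.6, 5mM MgCl2, 0.01% Tween-20. After 60 minutes at room temperature, ATP was read by Kinase-Glo Plus luminescence end-point.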
HP1b binding inh: inhibitors of HP1-beta chromodomain binding to methylated histone tails; P83916; AlphaScreen HP1-beta / biotin-H3K9me3 peptide binding; Potency, µM (doses to about 114 µM), inactives show at the top dose activity change, negative = inhibition, usual class: inhibitors; actives 0.56% (n = 390,000); AID 540317; further: nearly all actives have a fitted effect of over 70% in size; inactives centre near 23
Target sequence (P83916 whole entry, looked up): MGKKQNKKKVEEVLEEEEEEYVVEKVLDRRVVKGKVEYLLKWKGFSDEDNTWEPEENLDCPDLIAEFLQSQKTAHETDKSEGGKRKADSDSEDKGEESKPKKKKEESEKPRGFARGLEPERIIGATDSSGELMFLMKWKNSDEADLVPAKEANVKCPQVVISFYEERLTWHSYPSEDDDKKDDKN
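HP1-beta protein (50 nM final) preincubated 30 min at room temperature with biotinylated H3(1-18)K9me3 peptide (50 nM) in PBS pH 7.4, 0.01% Tween-20, then compound added for 30 min. AlphaScreen streptavidin donor/nickel chelate acceptor beads (10 ug/mL final), 30 min dark, luminescence read.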
JMJD2A Tudor inh: JMJD2A Tudor domain (human) inhibition; AlphaScreen JMJD2A-Tudor / H3K4me3 peptide binding; Potency, µM (highest dose often 114 µM), for inactives: top-dose activity change, negative = inhibition, usual class: inhibitors; actives 4.4% (n = 390,000); further: on the % scale 0 is the no-effect control and ±100 the full control effect; nearly all actives have a fitted effect of over 50% in size
GLS inh: inhibitors of human glutaminase (GLS); GLS enzymatic activity, qHTS titration; Potency, µM (titrated, usually from 45.5 µM), without a hit: top-dose activity change, negative = inhibition, most hits filed as inhibitors; actives 0.21% (n = 410,000); further: on the % scale 0 is the no-effect control and ±100 the full control effect
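Two-point fluorescence kinetic (t0, 30 min RT) for hKGA; glutamate detected via glutamate oxidase–HRP–Amplex Red. Substrate: 1 mM L-glutamine solution; buffer 45 mM KH2PO4, pH 8.2.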
RGS4 inh: human RGS4 inhibition. Transcreener GDP fluorescence polarization, RGS4-accelerated GTP hydrolysis. Potency, µM (highest dose often 114 µM), for inactives: top-dose activity change, negative = inhibition, hits mostly inhibitors. actives 0.039% (n = 390,000). AID 504845; further: on the % scale 0 is the no-effect control and ±100 the full control effect; nearly all actives have a fitted effect of over 75% in size; some results filed as inactive show a strong effect at the top dose
Target sequence (P49798 whole entry, looked up): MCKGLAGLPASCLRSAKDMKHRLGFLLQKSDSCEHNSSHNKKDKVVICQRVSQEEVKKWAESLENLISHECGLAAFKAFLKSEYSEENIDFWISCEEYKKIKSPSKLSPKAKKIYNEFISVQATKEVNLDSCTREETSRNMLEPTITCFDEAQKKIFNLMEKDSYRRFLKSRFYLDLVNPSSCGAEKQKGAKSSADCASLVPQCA
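MLSMR compounds (23 nl, pin-transferred) preincubated 10 min at room temperature with a 500nM (2x) first reagent, then RGS4 at 900nM (2x) plus Transcreener GDP mix added; fluorescence polarization (620/688 nm) read before and after 90 min at 30 °C.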
TrxR1 inh: inhibitors of rat thioredoxin reductase 1; AID 588453; recombinant rTrxR1, NADPH fluorescence consumption, selenite substrate; actives 1% (n = 390,000); Potency, µM (titrated, usually from 114 µM), for the others: top-dose activity change, negative = inhibition, hits mostly inhibitors; O89049; further: on the % scale 0 is the no-effect control and ±100 the full control effect; nearly all actives have a fitted effect of over 65% in size
Target sequence (O89049 whole entry, looked up): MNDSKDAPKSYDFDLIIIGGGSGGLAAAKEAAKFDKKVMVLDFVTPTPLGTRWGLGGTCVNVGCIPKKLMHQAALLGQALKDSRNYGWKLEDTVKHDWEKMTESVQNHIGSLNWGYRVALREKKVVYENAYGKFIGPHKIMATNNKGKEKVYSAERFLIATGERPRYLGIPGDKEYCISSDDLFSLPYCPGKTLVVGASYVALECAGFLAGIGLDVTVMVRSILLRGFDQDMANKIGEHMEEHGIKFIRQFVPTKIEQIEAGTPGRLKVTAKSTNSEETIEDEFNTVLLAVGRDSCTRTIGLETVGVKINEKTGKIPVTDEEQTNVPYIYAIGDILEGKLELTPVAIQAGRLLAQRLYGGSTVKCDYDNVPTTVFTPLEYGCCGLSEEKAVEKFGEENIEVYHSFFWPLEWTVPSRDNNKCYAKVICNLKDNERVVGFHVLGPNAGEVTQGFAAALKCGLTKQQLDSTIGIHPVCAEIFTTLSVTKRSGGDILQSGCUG
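Rat TrxR1 (90 nM in the dispensed reagent) was pre-reduced with 400 uM NADPH for 5 min at room temperature, then incubated with compound for 15 min. After 400 uM selenite was added, NADPH fluorescence (Ex 340/Em 450 nm) was followed for 8 min.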
The depositor's hits bear a star; i = inactive; ? = inconclusive; nt = not tested or not shown; [ ] = remark or other dose. Unless noted, the call rests on the fitted dose curve; in most records, active means well fitted curve in the direction sought with a large enough effect; inconclusive means small, poorly fitted or top-dose-only effect, or another doubt; inactive means no such curve, though single readings can be large; an effect the other way counts as inactive or inconclusive. Potency means the concentration at half of the fitted maximal effect.

SMILES	Pin1 inh	ALOX12 inh	ERG-DNA inh	PGK inhibitor	HP1b binding inh	JMJD2A Tudor inh	GLS inh	RGS4 inh	TrxR1 inh
COc1ccc(C(C(=O)NC2CCCCC2)N(C(=O)CCl)c2ccc(C)cc2)cc1 (stereo not given)	5%	-23%	-3%	-7%	28%	-13%	6%	13%	-5%
O=C(COC(=O)/C=C/c1ccc(OC(F)F)cc1)NCc1cccs1	-1%	-15%	-6%	2%	20%	-4%	3%	-18%	-8%
COC(=O)Cc1nnc(Nc2cccc(C)c2)c2ccccc12	1%	?	2%	-1%	34%	-14%	16%	19%	16%
CCC1(C(=O)c2ccccc2)C(c2cccc([N+](=O)[O-])c2)C1(C(=O)OC)C(=O)OC (stereo not given)	-3%	6%	-2%	-5%	14%	-29%	-1%	-10%	-7%
Cn1c(=O)[nH]c2nc[nH]c2c1=O	2%	-19%	-12%	0%	19%	-20%	5%	-4%	-10%
Cc1cc2cc(CNC(=S)NC3CCCCC3)ccc2n1C	4%	?	-14%	-4%	25%	-30%	-7%	12%[56.9 µM]	15%
COC(c1ccccc1)c1nnc(CCC(=O)N(C)C(C2CC2)C2CC2)o1 (stereo not given)	6%	-5%	-3%	0%	28%	-1%	1%	4%	13%[57.1 µM]
O=C(CN1CCC(NC(=O)C2CCCCC2)CC1)NCc1ccco1	0%	-13%	8%	-7%	34%	-13%	-1%	-4%	-7%
CCCCn1c(N)c(N(CCOC)C(=O)C2CCN(C(=O)c3ccc(F)cc3)CC2)c(=O)[nH]c1=O	-1%	-1%	-19%	4%	9%	-3%	-11%	0%	4%
CCOC(=O)c1c(NC(=O)/C(C#N)=C/c2ccc(OC)cc2)sc2c1CCC2	0%	-20%	6%	i	15%	-20%	-10%	10%	10%
Cc1ccccc1CC(=O)NCc1cccnc1	0%	?	20%	-1%	17%	-12%	6%	-11%	-12%
CCC(C(=O)NCC1CCCO1)N(Cc1ccc(F)cc1)C(=O)CNS(=O)(=O)c1ccccc1 (stereo not given)	-1%	-7%	-2%	-8%	5%[57 µM]	-1%	4%	-34%	2%
CCOC(=O)c1c(NC(=O)c2ccc(Br)o2)sc(C)c1CC	10%	0%	3%	-22%	184%[activator]	77%[activator]	1%	-2%	29%
CCn1cc(C(=O)NCCC(=O)OC)c(=O)c2cc3c(cc21)OCO3	1%	0%	-7%	7%	5%	0%	-1%	-3%	14%
CCOC(=O)C1=C(COC(=O)C2(C)CC2(Cl)Cl)NC(=O)NC1c1ccc(OC)cc1 (stereo not given)	0%	-19%	4%	-2%	18%	-20%[57.1 µM]	-10%	3%	12%[57.1 µM]
O=C(Nc1cc(S(=O)(=O)N2CCOCC2)ccc1N1CCOCC1)c1ccccc1[N+](=O)[O-]	-5%	4%	7%	7%	28%	-10%	2%	3%	26%
Nc1c(S(=O)(=O)c2cc(Cl)ccc2Cl)c2nc3ccccc3nc2n1CCN1CCOCC1	1%	0%	-3%	3%	46%[activator]	-20%	4%	9%	5%
CCN(CC)S(=O)(=O)c1cc(C(=O)O)c(Cl)cc1Cl	-1%	-1%	10%	0%	64%[activator]	-7%	-7%	1%	6%
COc1cccc(C(=O)NCCS(=O)(=O)N2CCCC2)c1	-1%	10%	9%	-2%	20%	-8%	1%	21%	-2%
O=C(NC1CCCCC1)C(c1ccc(F)cc1)N(C(=O)c1csnn1)C1CCCC1 (stereo not given)	3%	?	-7%	-1%	15%	8%	7%	-5%	16%[57.1 µM]
Cc1ccc(CN2CCC(n3nccc3NC(=O)CCCc3ccccc3)CC2)o1	2%	10%	-1%	-2%	0%	-20%	7%	-15%	71µM*
CS(=O)(=O)c1ccccc1C(=O)Nc1cc2c(cc1C(=O)O)OCCCO2	?	-16%	-3%	-9%	20%[57 µM]	-30%	0%	-11%	-3%
O=C(NCCCO)NC12CC3CC(CC(C3)C1)C2	12%	0%	-2%	-1%	34%	-3%	-3%	-2%	16%
Cc1ccc(S(=O)(=O)N2CCN(C(=O)c3ccc4ccccc4n3)CC2)c(C)c1	-15%	?	-8%	9%	8%	35µM*	8%	0%	-1%
NC(=O)CSc1nc2ccccc2c(=O)n1CCc1ccccc1	0%	7%	7%	i	24%	-2%	0%	-10%	-6%
Cc1ccc(N(CC(=O)Nc2ccc(C)cn2)S(=O)(=O)c2c(C)nn(C)c2C)cc1	-1%	?	3%	1%	11%	-1%	-3%	21%	6%
COC(C/C=C/C(=O)[C@H](C)OCc1ccccc1)OC	-1%	nt	-3%	2%	40%	10%	4%	-46%	45µM*
CC1CCc2sc3ncnc(N4CCN(CCO)CC4)c3c2C1 (stereo not given)	2%	6%	6%	i	39%	-10%	2%	1%	6%
O=C(OCc1cc(=O)n2ccsc2n1)C1(c2ccc(Cl)cc2)CC1	0%	i	-6%	-2%	29%	-10%	-1%	-20%	16%
Cc1ccc(NC(=S)N(Cc2ccc(Cl)cc2)Cc2ccc(C(=O)O)cc2)cc1Cl	?	?	-7%	1%	-13%	-21%	26%	-33%	-7%[57.1 µM]
CC(C)[C@H](NC(=O)Nc1ccc(Oc2ccccc2)cc1)C(=O)O	-12%	0%	10%	4%	36%	-7%	17%	31%	-6%
Cc1ccc(NC(=S)N(Cc2cccc(Br)c2)CC2CCC(C(=O)O)CC2)cc1 (stereo not given)	-5%	?	5%	0%	8%	-6%	18%	1%	-1%
Cc1ccccc1N1C(=O)CC(N(O)c2ccccc2)C1=O (stereo not given)	-17%	?	3%	2%	34%[activator]	-7%	25%	6%	-33%
C[C@H](C[C@H](O)[C@H]1OC1(C)C)C1=C2C[C@H](O)C3[C@@]4(C)CCC(=O)C(C)(C)C4CC[C@]3(C)[C@@]2(C)CC1 (stereo not given in full)	7%	-59%	0%	0%	-1%	-15%	-3%	6%	-13%
CCOc1ccc(NC(=O)COc2nsnc2N2CCCCC2)cc1	-2%	-7%	0%	i	63%[activator]	-18%	-3%	12%	5%
CN1CCN(c2nc3c(c(=O)[nH]c(=O)n3C)n2CCSc2nc3ccccc3s2)CC1	0%	-3%	-6%	-1%	38%	-12%	3%	-11%	23%[57.1 µM]
O=C(Nc1nnc(S(=O)(=O)N2CCCCC2)s1)c1ccc(F)cc1	-15%	-5%	-1%	11%	20%	?	-1%	13%	25%
Cc1ccc(C(=O)Nc2ccc3nc(SCC(=O)N4CCCc5ccccc54)sc3c2)cc1	32%[activator]	-21%	-1%	i	35%	-15%	-3%	13%	38%[activator]
CCOc1cc(N2CCOCC2)c(OCC)cc1NC(=O)COC(=O)c1ccc([N+](=O)[O-])o1	-14%	-13%	9%	-12%	-8%	-34%	49%[activator]	-5%	-69%
Cn1c(=O)[nH]c(NC2CCCCC2)c(N=O)c1=O	-2%	?	-3%	1%	45%[activator]	89µM*	5%	-16%	-17%[57.1 µM]
COc1ccc(Cn2c(CCC(=O)NCc3ccc(Cl)cc3)nc3cccnc32)cc1	3%	6%	2%	-1%	72%[activator]	-25%	-1%	-12%	37%
CCCNC(=S)Nc1ccc(Br)cc1	0%	?	-8%	-9%	38%[activator]	-5%	-5%	5%	7%[57.1 µM]
CCCCCc1cc(=O)oc2c(C(CCN(CC)CC)c3ccc(OC)cc3)c(OC)cc(OC)c12 (stereo not given)	-1%	-29%	1%	-6%	-6%	-33%	-2%	1%	14%
Cn1c(=O)n(C)c2cc(/C=C3/SC(=O)N(CC(=O)N4CCOCC4)C3=O)ccc21	-2%	-34%	7%	8%	14%	-2%	-20%	4%	-5%[57.1 µM]
CCCC[C@@H](CNC)NC[C@H](NCCCCC1CCCCC1)C(C)C	-1%	20%	2%	2%	37%	-27%	5%	7%	-13%

Reformatted as labelled records: entries from further up
SMILES: Cc1ccccc1N1C(=O)CC(N(O)c2ccccc2)C1=O (stereo not given)
  Pin1 inh = -17% | ALOX12 inh = ? | ERG-DNA inh = 3% | PGK inhibitor = 2% | HP1b binding inh = 34%[activator] | JMJD2A Tudor inh = -7% | GLS inh = 25% | RGS4 inh = 6% | TrxR1 inh = -33%

SMILES: C[C@H](C[C@H](O)[C@H]1OC1(C)C)C1=C2C[C@H](O)C3[C@@]4(C)CCC(=O)C(C)(C)C4CC[C@]3(C)[C@@]2(C)CC1 (stereo not given in full)
  Pin1 inh = 7% | ALOX12 inh = -59% | ERG-DNA inh = 0% | PGK inhibitor = 0% | HP1b binding inh = -1% | JMJD2A Tudor inh = -15% | GLS inh = -3% | RGS4 inh = 6% | TrxR1 inh = -13%

SMILES: CCOc1ccc(NC(=O)COc2nsnc2N2CCCCC2)cc1
  Pin1 inh = -2% | ALOX12 inh = -7% | ERG-DNA inh = 0% | PGK inhibitor = i | HP1b binding inh = 63%[activator] | JMJD2A Tudor inh = -18% | GLS inh = -3% | RGS4 inh = 12% | TrxR1 inh = 5%

SMILES: CN1CCN(c2nc3c(c(=O)[nH]c(=O)n3C)n2CCSc2nc3ccccc3s2)CC1
  Pin1 inh = 0% | ALOX12 inh = -3% | ERG-DNA inh = -6% | PGK inhibitor = -1% | HP1b binding inh = 38% | JMJD2A Tudor inh = -12% | GLS inh = 3% | RGS4 inh = -11% | TrxR1 inh = 23%[57.1 µM]

Source: PubChem BioAssay (National Center for Advancing Translational Sciences (NCATS))

These rows are one share of the data, so the mix of outcomes need not match the whole.
